Screens: PubChem BioAssay, Broad Institute
FN deposition inh: fibronectin deposition inhibition | AID 743247 | AH1F fibroblasts, Alexa488-fibronectin deposition fluorescence, overnight | inhibition, % at 12.6 µM | 350,000 compounds, 0.086% hits;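 active means mean inhibition across replicates of 30% or more, regardless of how many single replicates reach that level; inconclusive means mean under 30% yet at least half of replicates reach 30%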;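 further: positive control wells lacked labelled fibronectin entirely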
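Material – AH1F fibroblast monolayer, labelled fibronectin deposition · Reagent – labelled fibronectin 24 nM · Timing – 1 h adhesion, overnight exposure · Measured by – fluorescence at 485 nm excitation, 525 nm emission · Read-out – inhibition of fibronectin deposition signal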
miR-122 sensor: blocks miR-122 activity in Huh7 sensor cells; activation (reporter increase), % at 12.5 µM; AID 602342; Huh7 miR-122 Renilla luciferase sensor, 48 h; neutral wells = 0, positive control = 100; 340,000 compounds, 0.3% hits;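 active means mean replicate activation score at least 90 and every replicate individually at or above 90; inconclusive means only one of the two criteria met; inactive means neither criterion met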;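 further: higher luciferase means less miR-122 activity so hits act as miR-122 inhibitors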
EWS-Fli block: blocks EWS/Fli oncoprotein-driven transcription; A673 NR0B1-luciferase reporter, viability-normalised; inhibition, % at 12.6 µM; 350,000 compounds, 0.67% hits; AID 651661;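 active means mean inhibition of at least 50% after viability correction, with every replicate also passing that limit; inconclusive means mean reaches 50% but only one of two replicates passes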;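 further: firefly luciferase signal divided by Alamar Blue viability fluorescence both relative to DMSO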
INS-1E GSIS act: primary screen for activators of insulin secretion dependent on glucose, INS-1E cells, GLuc reporter luminescence; INS-1E GLuc reporter insulin secretion, 2-3 h; activation, % at 16.6 µM; 370,000 compounds, 0.61% hits;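 active means lowest replicate activation of at least 40%, so every replicate reaches that level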;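 further: 0% = median of neutral control wells and 100% = median of IBMX positive control wells; some compounds called inactive have numbers as strong as hits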
PAX8 inh HTS: PAX8 transcriptional activity inhibition; RMG-I TPO-luciferase reporter, SteadyGlo, 24 h; inhibition, % at 12.6 µM; 360,000 compounds, 1.2% hits; AID 652154;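 active means mean replicate inhibition at least 60% with every replicate also reaching 60%; inconclusive means only one of the two criteria is met; inactive means mean below 60% and not all replicates reaching 60%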;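 further: luciferase light reporting Pax8 driven TPO promoter activity; plate controls were median of neutral control wells for no effect and mitoxantrone controls for full effect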
DENV2 CPE: inhibitors of DENV2 cytopathic effect | CPE inhibition, % at 9.99 µM | AID 651640 | 350,000 compounds, 1.7% hits | DENV2-infected cells, cytopathic effect rescue, plate reader; in the data active means CPE inhibition above about 20%, passing the limit was not always enough; inconclusive means no clear call, values can overlap the other calls; tested in BHK-21 cells;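 further: 0% = median of neutral control wells and 100% = median of positive control wells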
CFTR F508del cor: CFTR F508del correction in bronchial cells | activity (quench increase), % at 7.58 µM | CFBE cells, YFP halide quenching; stimulated with forskolin plus potentiator P3; % fluorescence drop versus neutral controls | 350,000 compounds, 0.36% hits;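 active means mean added fluorescence quench of at least 8% versus neutral control, with both replicates also reaching 8%; inconclusive means only one of the mean or replicate conditions met; inactive means mean below 8% and not both replicates reaching 8%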;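 further: cells transiently co-express mutant CFTR-F508del with the halide-sensitive YFP; corrector assay measuring rescue of mutant channel to the surface after 24 h compound exposure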
Active calls of the source: *; u = inconclusive; x = not tested or not shown; [ ] = remark or other dose.

Values run as follows: FN deposition inh | miR-122 sensor | EWS-Fli block | INS-1E GSIS act | PAX8 inh HTS | DENV2 CPE | CFTR F508del cor
1: Cc1ccccc1-n1c(C)nnc1SCC(=O)NCC1CCCO1 (stereo not drawn)
 : x | -6 | 1 | 4 | x | 14 | -1.5
2: O=C(CSc1nc(-c2ccc(F)cc2)nc2c1Cc1ccccc1O2)Nc1ccc(C(=O)O)cc1
 : -7 | x | 5 | 14 | 12 | 2 | 3.0
3: C[C@H](CO)N1C[C@H](C)[C@@H](CN(C)C(=O)CCC(F)(F)F)OCCCC[C@H](C)Oc2ccc(NS(=O)(=O)c3ccc(Cl)cc3)cc2C1=O
 : 8 | 1[16.7 µM] | x | -12 | 28 | -3 | -3.0
4: COc1ccc(OC)c(-c2cc(C3CCN(c4ncccc4[N+](=O)[O-])CC3)[nH]n2)c1
 : 9 | -11 | x | x | 33 | x | x
5: COCC(=O)Nc1ccc2c(c1)OC[C@H](C)N(Cc1ccncc1)C[C@H](C)[C@H](OC)CN(C)C2=O
 : -21 | 3[16.7 µM] | -1 | 3 | x | 10 | -0.6
6: COC(=O)C[C@@H]1CC[C@@H]2[C@@H](COc3ccc(NS(=O)(=O)c4ccc(F)cc4)cc3C(=O)N2C)O1
 : x | -28[16.7 µM] | 4 | x | -5 | 1 | -1.4
7: COc1ccc(C(NC(=O)C2CCN(Cc3cc(OC)cc(OC)c3)CC2)c2ccccn2)cc1 (stereo not drawn)
 : -3 | -3 | -6 | 1 | -11 | -3 | -1.2
8: C[C@@H]1CN([C@@H](C)CO)C(=O)c2cc(NC(=O)Nc3ccc(F)cc3)ccc2O[C@@H]1CN(C)C(=O)NC1CCCCC1
 : x | 5[16.7 µM] | -9 | -18 | -1 | -3 | 0.6
9: CC(=O)C(Cc1ccccc1)NC(=O)COC(=O)c1cccc(C)c1[N+](=O)[O-] (stereo not drawn)
 : -8 | x | 3 | -25 | 5 | -2 | -2.5
10: COc1cccc(Cn2cnc(-c3ccccc3OC)c2-c2cccs2)c1
 : 6 | x | 3 | -13 | 1 | -11 | -2.5
11: COc1ccccc1CN(C)C(=O)c1ccc(S(=O)(=O)NCc2ccco2)cc1
 : -7 | x | 8 | -6 | 10 | 0 | 6.7
12: OC(c1ccc(F)c(F)c1)c1ncc(-c2ccc(Cl)cc2)[nH]1 (stereo not drawn)
 : -4 | 9 | 7 | -34 | -13 | 19 | -1.7
13: CCN(CC)S(=O)(=O)c1ccc(N2CCCC2)c(NC(=O)CN2C(=O)NC3(CCCC3)C2=O)c1
 : 3 | -2 | -5 | -2 | 14 | -4 | 1.0
14: Cc1ccc2c(C(=O)CN3CCCC(C)C3)c(C)[nH]c2c1 (stereo not drawn)
 : 2 | -1 | 5 | -16 | 16 | -3 | 2.5
15: Cc1ccc(NC(=S)c2nc3ccccc3[nH]2)c(C)c1
 : -2 | -7 | x | -20 | -137 | x | x

(more compounds)
Values run as follows: FN deposition inh | miR-122 sensor | EWS-Fli block | INS-1E GSIS act | PAX8 inh HTS | DENV2 CPE | CFTR F508del cor
16: O=C(Cn1c(CO)nc2ccccc21)Nc1ccc2c(c1)OCCCO2
 : -6 | x | -2 | 11 | 6 | x | -1.4
17: O=C(C[C@H]1CC[C@H]2[C@@H](COC[C@H](O)CN2Cc2ccccc2)O1)NCc1ccccc1Cl
 : 13 | -5[16.7 µM] | 9 | 1 | -3 | -10 | -1.6
18: COc1cccc(C2=NOC(C(=O)Nc3cc(C)on3)C2)c1 (stereo not drawn)
 : 0 | 10 | 3 | 1 | -3 | -1 | 0.5
19: CC(C)(C)c1ccc(S(=O)(=O)N2CCN(CC(O)COCC3CCCO3)CC2)cc1 (stereo not drawn)
 : -4 | x | 8 | -13 | 8 | 9 | -1.1
20: COc1cccc(NC(=O)CN(C)C(C)C(=O)Nc2cc([N+](=O)[O-])ccc2Cl)c1 (stereo not drawn)
 : 0 | -2 | -2 | 10 | 9 | 0 | 1.7
21: CS(=O)(=O)c1ccc(Cl)c(NC(=O)Cc2c(F)cccc2Cl)c1
 : -8 | x | 1 | -3 | 7 | 2 | -0.3
22: O=C(Nc1ccc(C(F)(F)F)cc1)N[C@@H]1C=C[C@H](CC(=O)N2CCCCC2)O[C@H]1CO
 : 8 | -14[16.7 µM] | -4 | -13 | 6 | -2 | 1.1
23: CCOC(=O)c1c(C)c(C(=O)NCc2ccco2)c(C)n1C
 : -6 | -4 | 4 | 10 | -5 | -5 | 3.6
24: COc1ccc(CN(C(=O)COc2ccc(C)c(C)c2)C2CCS(=O)(=O)C2)cc1OC (stereo not drawn)
 : 8 | 0 | 4 | -9 | 8 | -5 | -1.2
25: COc1ccc(Cl)cc1NC(=O)CN1CCN(Cc2ccccc2)CC1
 : -6 | x | 3 | -13 | -16 | -2 | -2.0
26: Cc1ccc(C2CC(=O)c3cnn(-c4nc(C)cc(C)n4)c3C2)cc1 (stereo not drawn)
 : 3 | -15 | 12 | -1 | -11 | -4 | -0.4
27: COc1ccc(CNC(=O)C2CCN(S(=O)(=O)c3ccc4c(c3)NC(=O)C(C)S4)CC2)cc1 (stereo not drawn)
 : -3 | 2 | x | -41 | 17 | 7 | 3.3
28: OC(CCN1CCCCC1)(c1ccccc1)C1CCCCC1 (stereo not drawn)
 : 6 | 3 | -7 | x | -11 | -1 | -4.1
29: C[C@H]1CN([C@@H](C)CO)C(=O)c2cccc(NC(=O)Nc3ccc(C(F)(F)F)cc3)c2O[C@H]1CN(C)Cc1ccccc1
 : x | 51[16.7 µM] | -6 | -18 | x | 0 | 0.2
30: COc1ccccc1CNC(=O)C[C@H]1CC[C@H]2[C@@H](COC[C@H](O)CN2C(=O)Nc2ccccc2)O1
 : -3 | -6[16.7 µM] | -2 | -10 | -13 | u | -2.0

Compound profiles, from the list above. Order of values: FN deposition inh, miR-122 sensor, EWS-Fli block, INS-1E GSIS act, PAX8 inh HTS, DENV2 CPE, CFTR F508del cor
COc1ccccc1CNC(=O)C[C@H]1CC[C@H]2[C@@H](COC[C@H](O)CN2C(=O)Nc2ccccc2)O1 reads -3, -6[16.7 µM], -2, -10, -13, u, -2.0
COc1cccc(C2=NOC(C(=O)Nc3cc(C)on3)C2)c1 (stereo not drawn) reads 0, 10, 3, 1, -3, -1, 0.5
CCOC(=O)c1c(C)c(C(=O)NCc2ccco2)c(C)n1C reads -6, -4, 4, 10, -5, -5, 3.6

New compounds follow
Values run as follows: FN deposition inh | miR-122 sensor | EWS-Fli block | INS-1E GSIS act | PAX8 inh HTS | DENV2 CPE | CFTR F508del cor
31: O=C(O)c1ccc2c(c1)C(=O)N(c1ccc([N+](=O)[O-])cn1)C2=O
 : 3 | -2 | 19 | -2 | 18 | 2 | -1.7
32: Cc1ccc([C@H]2C(C(=O)O)=CC[C@@H](c3ccc(Cl)c(Cl)c3)N2S(=O)(=O)c2ccc(C)cc2)cc1
 : 10 | 5 | 2 | -21 | -6 | -10 | -1.6
33: NC(CC(=O)NC(c1ccccc1)(c1ccccc1)c1ccccc1)C(=O)O (stereo not drawn)
 : 3 | x | 8 | -4 | -5 | -8 | -0.9
34: Cc1ccccc1C(=O)N1CCC(C(=O)Nc2nccs2)CC1
 : -13 | -6 | 8 | x | 1 | -1 | -0.2
35: CC(C)C[C@H]1COc2cc(NCCO)ccc2S(=O)(=O)N1
 : 7 | x | 7 | -2 | -30 | 0 | -0.5
36: CCC1CCCCN1C(=O)C(=O)c1cn(CC(=O)N(CC)CC)c2ccccc12 (stereo not drawn)
 : 3 | -2 | x | -8 | 14 | -5 | -0.7
37: C[C@@H]1CCCCO[C@@H](CN(C)C(=O)Nc2ccccc2)[C@H](C)CN([C@@H](C)CO)C(=O)c2cc(NC(=O)Nc3ccc(F)cc3)ccc2O1
 : x | -8[16.7 µM] | 3 | 19 | 13 | -6 | 0.3
38: Cc1nnc(NC(=O)CSc2nc3ccccc3[nH]2)s1
 : -17 | x | 2 | 5 | 16 | -10 | 1.1
39: CCn1c(CNC(=O)c2ccco2)nnc1SCCOc1ccccc1
 : 0 | -1 | -1 | 2 | -7 | 5 | 3.4
40: Cc1cc(NC(=O)CCC(=O)N(CC(=O)NC2CCCC2)c2ccc(C(C)C)cc2)no1
 : -1 | x | 18 | 10 | -6 | 7 | 1.8
41: CN(C(=O)CSc1nc(N)nn1-c1ccccc1)c1ccccc1
 : 2 | -4 | -1 | x | -13 | 6 | -2.1
42: O=C(Nc1nnc(-c2ccccc2)o1)c1cccc(S(=O)(=O)N2CCOCC2)c1
 : -13 | 14 | -8 | 10 | -14 | 4 | -3.9
43: COc1ccccc1CNC(=O)COC(=O)/C=C/c1ccc2ccccc2n1
 : -8 | -4 | 3 | 7 | -18 | 4 | -2.8
44: CC(C)=CC(=O)Nc1ccc(S(=O)(=O)Nc2onc(C)c2C)cc1
 : -3 | 17 | -1 | 7 | 1 | -1 | 3.5
45: CC(OC(=O)C1CSC2(C)CCC(=O)N12)C(=O)Nc1ccc(F)cc1 (stereo not drawn)
 : -13 | -2 | 3 | 0 | 13 | 1 | 0.8

Next compounds.
Values run as follows: FN deposition inh | miR-122 sensor | EWS-Fli block | INS-1E GSIS act | PAX8 inh HTS | DENV2 CPE | CFTR F508del cor
46: Cn1cc([N+](=O)[O-])c(C(=O)Nc2nccs2)n1
 : 18 | x | 9 | 7 | 37 | 10 | x
47: COc1ccccc1N/C(=N/S(=O)(=O)c1ccc(Cl)cc1)c1ccccc1
 : 0 | 55 | x | -10 | x | x | x
48: Cc1c(C)c2c(OCC(=O)N3CCC(C(N)=O)CC3)cc3c(c2oc1=O)CCC(C)(C)O3
 : x | -18 | -1 | 10 | x | u | 3.8
49: C[C@@H]1CCCCO[C@H](CN(C)C(=O)Nc2cccc3ccccc23)[C@H](C)CN([C@@H](C)CO)C(=O)c2cc(NC(=O)c3ccncc3)ccc2O1
 : x | 6[16.7 µM] | -116 | 3 | -39 | -16 | 1.2

6 compounds out of the list, ordered by SMILES length, ascending.
Values run as follows: FN deposition inh | miR-122 sensor | EWS-Fli block | INS-1E GSIS act | PAX8 inh HTS | DENV2 CPE | CFTR F508del cor
41: CN(C(=O)CSc1nc(N)nn1-c1ccccc1)c1ccccc1
 : 2 | -4 | -1 | x | -13 | 6 | -2.1
43: COc1ccccc1CNC(=O)COC(=O)/C=C/c1ccc2ccccc2n1
 : -8 | -4 | 3 | 7 | -18 | 4 | -2.8
44: CC(C)=CC(=O)Nc1ccc(S(=O)(=O)Nc2onc(C)c2C)cc1
 : -3 | 17 | -1 | 7 | 1 | -1 | 3.5
45: CC(OC(=O)C1CSC2(C)CCC(=O)N12)C(=O)Nc1ccc(F)cc1 (stereo not drawn)
 : -13 | -2 | 3 | 0 | 13 | 1 | 0.8
48: Cc1c(C)c2c(OCC(=O)N3CCC(C(N)=O)CC3)cc3c(c2oc1=O)CCC(C)(C)O3
 : x | -18 | -1 | 10 | x | u | 3.8
49: C[C@@H]1CCCCO[C@H](CN(C)C(=O)Nc2cccc3ccccc23)[C@H](C)CN([C@@H](C)CO)C(=O)c2cc(NC(=O)c3ccncc3)ccc2O1
 : x | 6[16.7 µM] | -116 | 3 | -39 | -16 | 1.2
